HTRA1 inh: HTRA1 (human) protease inhibition. inhibition, % at 5.96 µM. AID 504803. recombinant HTRA1, FP-rhodamine activity-based probe, fluorescence polarization. actives 0.5% (n = 340,000). Q92743; in the data active means inhibition above about 36%;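 further: 0% = enzyme with DMSO and 100% = wells lacking enzyme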
MBD2 DNA inh: inhibitors of human MBD2 binding to methylated oligonucleotide. TR-FRET. actives 0.31% (n = 370,000). inhibition, % at 4.4 µM. Q9UBB5; in the data active means inhibition above about 13%
TCR-CD3 inh: human TCR-CD3 binding inhibition. actives 0.37% (n = 360,000). AID 651800. TAMRA-labeled TCR probe fluorescence, biochemical. inhibition, % at 9.4 µM; in the data active means inhibition above about 19%;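 further: recombinant mutant TCR 2C K166C tagged with TAMRA read by polarization; 0% = receptor in buffer alone and 100% = receptor with positive control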
rCAG RNA binder: molecules binding r(CAG) RNA repeats | r(CAG) RNA repeat, TO-PRO-1 dye displacement fluorescence | inhibition, % at 3 µM | actives 1.3% (n = 370,000) | AID 651821;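 active means inhibition above the plate cutoff, the mean of all test compounds on that plate plus 3 SD, cut at about 35% in these data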;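 further: 0% = DMSO alone and 100% = 100 µM mitoxantrone as full dye displacement; higher means more dye released from RNA so lower well fluorescence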
NR1D1 modulator: modulators of human Rev-erb alpha DNA binding; actives 0.79% (n = 370,000); activity, % at 10 µM; AID 1259318; Rev-erbα–FITC-DNA binding, fluorescence polarization, 90 min; P20393;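 active means activity above about 14%, limit read from the data; passing the limit was not always enough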;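 further: 0% = DMSO wells with 35 nM protein and 100% = DMSO wells with 750 nM protein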
UHRF1 MBD2 ctr: UHRF1 methyl-DNA binding inhibition. Q96T88. UHRF1 binding to methylated oligo, TR-FRET. inhibition, % at 4.4 µM. actives 0.75% (n = 370,000); in the data active means inhibition above about 21%;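 further: UHRF1 SRA domain binding a hemimethylated CpG hairpin DNA probe; 0% = median of test compound wells and 100% = reference inhibitor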
Target sequence (Q96T88 whole entry, looked up, the tested form may be a part): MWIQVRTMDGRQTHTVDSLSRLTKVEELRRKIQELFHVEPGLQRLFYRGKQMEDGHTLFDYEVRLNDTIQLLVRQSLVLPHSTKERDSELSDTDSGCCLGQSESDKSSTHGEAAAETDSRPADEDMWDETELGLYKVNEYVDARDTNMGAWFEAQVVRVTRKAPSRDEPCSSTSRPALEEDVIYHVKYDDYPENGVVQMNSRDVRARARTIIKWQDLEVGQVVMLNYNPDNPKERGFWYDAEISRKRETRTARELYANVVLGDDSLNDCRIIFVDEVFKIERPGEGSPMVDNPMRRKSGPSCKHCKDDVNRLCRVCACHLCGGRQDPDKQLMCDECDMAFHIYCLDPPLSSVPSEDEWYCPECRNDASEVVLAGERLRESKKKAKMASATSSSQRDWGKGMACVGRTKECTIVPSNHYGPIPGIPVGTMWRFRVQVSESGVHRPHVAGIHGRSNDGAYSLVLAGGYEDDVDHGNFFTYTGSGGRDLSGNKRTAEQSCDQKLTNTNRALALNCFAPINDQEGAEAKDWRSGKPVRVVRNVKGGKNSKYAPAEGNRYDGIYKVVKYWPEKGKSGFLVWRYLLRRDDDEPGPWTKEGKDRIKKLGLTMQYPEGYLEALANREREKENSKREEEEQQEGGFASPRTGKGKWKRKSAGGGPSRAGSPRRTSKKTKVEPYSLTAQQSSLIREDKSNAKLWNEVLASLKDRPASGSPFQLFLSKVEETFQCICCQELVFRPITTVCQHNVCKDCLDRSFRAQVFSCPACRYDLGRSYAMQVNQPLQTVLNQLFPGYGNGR
mABHD4 FP: inhibits mouse alpha/beta hydrolase domain 4; Q8VD66; purified mABHD4, FP-Rh probe fluorescence polarization; inhibition, % at 8.92 µM; actives 0.54% (n = 370,000); AID 720543;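 active means inhibition exceeding the mean over every tested compound plus 3 SD, cut at about 30% in these data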;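 further: 0% = plate median of compound wells and 100% = S159A mutant with DMSO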
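Material: mouse ABHD4 enzyme, wild type; Benchmarks: S159A mutant high control, sample median low control; Buffer or medium: HEPES pH 7.0, NaCl, Pluronic buffer; Signal: fluorescence polarization; Read-out: percent inhibition of probe binding, normalized to plate controls; Timing: pre-incubation 45 min, probe exposure 60 min, at 25 °C; Dosing: 8.92 µM, single dose.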
PG9 binder: PG9 antibody binding by small molecule; actives 0.43% (n = 360,000); TR-FRET gp120-PG9 antibody binding; inhibition, % at 6.7 µM; in the data active means inhibition above about 8.5%
PRMT1 inh: PRMT1 (human) inhibition, primary screen | recombinant PRMT1, activity-based probe fluorescence polarization | inhibition, % at 2.79 µM | actives 1.3% (n = 370,000);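 active means inhibition above about 21% made by adding two undisclosed values, limit read from the data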
LEDGF integ inh: blocks HIV-1 LEDGF/p75-dependent DNA integration; TR-FRET IN-LEDGF/p75 DNA integration, Eu/Cy5; inhibition, % at 3.7 µM; actives 0.64% (n = 370,000); AID 743269;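 active means inhibition above the screen-wide mean plus 3 SD, cut at about 13% in these data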;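 further: signal is the Cy5 over europium emission ratio at 671 and 618 nm; 0% = plate median of compound wells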
* = called active by the depositor; . = not tested or not shown. These rows are one share of the data; rates above refer to the full screens.

SMILES	HTRA1 inh	MBD2 DNA inh	TCR-CD3 inh	rCAG RNA binder	NR1D1 modulator	UHRF1 MBD2 ctr	mABHD4 FP	PG9 binder	PRMT1 inh	LEDGF integ inh
CCOc1ccccc1NC(=O)CSc1nnc(CNC(=O)COc2ccc(Cl)cc2)o1	5	1	-2	-4	-2	-2	-9	0.7	-1	-3
O=C(Nc1cccc(F)c1)c1cc(-c2ccco2)nc2ccccc12	-11	12	-8	35*	-6	23*	-13	3.0	30*	4
CC/C(=N\NC(=O)CCC(=O)NCc1ccccc1)c1ccc(O)cc1	-5	3	2	2	-2	2	-5	-0.7	4	4
O=C(c1ccco1)N1CCN(C(=O)c2cccc3c2C(=O)N(Cc2cccnc2)C3)CC1	3	5	2	4	4	1	-4	0.2	5	3
Cc1cccc(-c2nc(CNC(=O)c3ccco3)cs2)c1	-17	-1	10	-6	4	-1	-3	-2.1	-3	-1
N#Cc1ccc(OCC(O)CS(=O)(=O)c2ccc(F)cc2)cc1 (stereo not given)	12	0	3	1	0	4	1	-0.3	1	-8
COc1ccc(NC(=O)[C@@H]2CCCN2C(=O)c2cccs2)cc1S(=O)(=O)N1CCCCC1	0	4	-8	3	-7	15	-1	0.5	-2	-3
CC1CCN(C(=O)CCCC(=O)N2CCC(C)CC2)CC1	4	-3	0	-8	-4	-3	-2	0.8	0	-3
CN(/N=C/c1ccncc1)C1=NS(=O)(=O)c2ccccc21	7	0	5	-2	-2	-7	-11	-2.8	-1	1
N#Cc1c(N2CCN(c3ccc([N+](=O)[O-])cc3)CC2)[n+](=O)c2ccc(Cl)cc2n1[O-]	-3	-3	1	4	3	-2	4	-3.7	12	-3
COc1ccc(C)c(S(=O)(=O)Nc2ccc(OCC(=O)O)cc2)c1	-5	0	2	2	-1	-2	2	0.8	1	-1
CCOC(=O)CC(=O)CSc1nc2c(sc(=S)n2-c2ccc(OCC)cc2)c(=O)[nH]1	-10	4	-3	61*	-1	-1	0	-0.8	3	2
O=C(CSc1ccc(-c2nc3ccccc3[nH]2)cn1)Nc1ccc(S(=O)(=O)N2CCCC2)cc1	-60	-5	13	16	-1	2	-25	-1.2	1	1
COC(=O)C1=C(C(=O)OC)[C@@H]2Nc3ccccc3[C@@]23C[C@@H](C(=O)OC)N(C(=O)COCc2ccccc2)C3=N1	7	3	0	-4	-4	1	0	-0.2	0	2
COc1cccc(C2C(C(=O)c3cccs3)=C(O)C(=O)N2CCN2CCOCC2)c1 (stereo not given)	1	0	3	5	-5	-1	4	-0.2	1	-4
COc1ccc(S(=O)(=O)NCC2CCCN(C(=O)CCC(F)(F)F)C2)cc1 (stereo not given)	5	2	-3	-2	4	0	-2	-1.9	-1	11
Cc1occc1C(=O)NNC(=O)Cc1ccccc1	-5	0	8	3	0	-2	3	-4.5	0	6
CC(=O)Nc1ccc(NC(=O)CN(c2cccc([N+](=O)[O-])c2)S(C)(=O)=O)cc1	-1	-2	-8	-1	1	0	1	0.1	6	0
CC1CCCC(NC(=O)COC(=O)c2cc(S(=O)(=O)N3CCCCC3)ccc2N2CCOCC2)C1C (stereo not given)	-2	4	-1	2	-5	4	1	0.1	2	1
CCC(=O)N1CCc2cc(-c3csc(NC(=O)c4ccco4)n3)ccc21	0	-1	-4	6	1	1	12	7.5	1	-2
CCCCn1nnnc1SCC(=O)N1CCOCC1	5	-5	3	-1	-1	0	-3	-3.9	0	-1
COCc1nnc(NC(=O)c2ccc(OC)cc2OC)s1	1	-8	-6	-2	-3	-1	4	1.9	1	2
Cc1c(N=C2SC(CC(=O)Nc3ccccc3)C(=O)N2CCN2CCOCC2)c(=O)n(-c2ccccc2)n1C (stereo not given)	3	3	0	0	-1	28*	2	-0.3	0	1
CCCC12C(=O)C(C)(C(c3ccccc3)=C1c1ccccc1)C1C(=O)N(c3ccc(C)cc3)C(=O)C12 (stereo not given)	-2	7	-4	7	7	9	1	1.8	0	3
O=S(=O)(NCCCc1ccccc1)c1ccc(F)c(F)c1	-17	1	8	-4	0	0	-4	-3.0	4	-1
COc1ccccc1CCn1cnc(-c2ccccc2OC)c1CC(C)C	.	1	-1	1	0	4	3	2.5	-1	7
Nc1c(Cl)ncnc1NCc1cccnc1	-7	3	-15	0	-2	-1	-6	1.0	10	-2
CN1CCC(N(C)C(=S)Nc2ccc(F)cc2)CC1	-3	-1	1	-2	3	-1	-1	-0.2	-3	4
Cc1nc(Sc2nnnn2-c2ccccc2)c(C#N)c(C)c1C	2	3	-2	3	0	1	-2	1.3	5	9
COc1ccc(NC(=O)C2CCN(S(=O)(=O)c3cccc4nonc34)CC2)cc1OC	2	-6	2	8	1	-1	3	1.5	1	3
Cc1nc2c(C(=O)O)cnn2c(C)c1Cc1ccccc1F	2	6	1	2	4	13	-5	-2.4	1	6
O=C(Nc1ccccc1-c1ccccc1)c1ccc(NC(=O)c2ccco2)cc1	-38	4	-1	-2	-2	5	-14	-0.9	0	-2
O=C([C@H]1O[C@@H](n2ccc(=O)[nH]c2=O)[C@H](O)[C@@H]1O)N1CCC(F)(F)CC1	.	-5	5	0	2	1	5	-1.2	5	2
N=c1n(Cc2ccccc2)c2ccccc2n1CC(O)c1ccccc1 (stereo not given)	-1	0	1	12	0	0	2	0.2	-1	4
CC1CCCCC1NC(=O)CSc1ccsc1[N+](=O)[O-] (stereo not given)	3	-2	7	0	-1	0	3	-1.1	0	1
CC(C)CCNC(=O)c1ccc(OC2CCN(S(=O)(=O)N(C)C)CC2)cc1	3	4	-1	-8	1	3	0	2.5	5	1

Five neighbouring entries from above, for reference:
SMILES	HTRA1 inh	MBD2 DNA inh	TCR-CD3 inh	rCAG RNA binder	NR1D1 modulator	UHRF1 MBD2 ctr	mABHD4 FP	PG9 binder	PRMT1 inh	LEDGF integ inh
O=S(=O)(NCCCc1ccccc1)c1ccc(F)c(F)c1	-17	1	8	-4	0	0	-4	-3.0	4	-1
COc1ccccc1CCn1cnc(-c2ccccc2OC)c1CC(C)C	.	1	-1	1	0	4	3	2.5	-1	7
Nc1c(Cl)ncnc1NCc1cccnc1	-7	3	-15	0	-2	-1	-6	1.0	10	-2
CN1CCC(N(C)C(=S)Nc2ccc(F)cc2)CC1	-3	-1	1	-2	3	-1	-1	-0.2	-3	4
Cc1nc(Sc2nnnn2-c2ccccc2)c(C#N)c(C)c1C	2	3	-2	3	0	1	-2	1.3	5	9

Continuation.
SMILES	HTRA1 inh	MBD2 DNA inh	TCR-CD3 inh	rCAG RNA binder	NR1D1 modulator	UHRF1 MBD2 ctr	mABHD4 FP	PG9 binder	PRMT1 inh	LEDGF integ inh
COc1cc(C2C(C#N)=C(N)OC3=C2C(=O)CCC3)cc2c1OCO2 (stereo not given)	-15	1	-5	5	-11	-4	0	0.6	0	-1
CCCCN(C(=O)c1ccc(COc2ccccc2)o1)c1c(N)n(CC(C)C)c(=O)[nH]c1=O	5	0	2	-4	-7	-2	5	-0.4	6	-13
Cc1c(C(=O)N2CCOCC2)oc2ccccc12	5	3	0	-1	-6	-1	3	1.8	0	7
O=C(C1CCN(c2nnc(-n3cccc3)s2)CC1)N1CCc2ccccc2C1	-1	1	0	5	-2	-5	5	1.1	1	4
COc1ccc2sc(-c3ccc(SC)cc3)c(C#CC(C)(C)O)c2c1	-86	4	-4	17	3	17	-35	-1.4	0	1
O=C(COc1nsnc1N1CCOCC1)Nc1ccc(Cl)cc1	-10	0	7	-2	-3	-1	-1	0.2	-3	2
CC(C)C(=O)Nc1nnc(SCC(=O)N2C(C)CCCC2C)s1 (stereo not given)	4	1	-1	-3	0	0	-2	0.6	0	-1
Cc1cc(OCCn2ccnc2)ccc1C(C)C	-3	0	10	-2	-4	-1	11	-2.3	-1	4
O=C(NN=Cc1ccc2c(c1)OCO2)NN=Cc1ccc2c(c1)OCO2	-7	-7	5	1	2	-2	-4	0.1	-7	4
Cc1ccc(-n2c(SCC(N)=O)nnc2-c2ccc(S(=O)(=O)N3CCCCC3)cc2)c(C)c1	-8	3	6	1	3	2	7	-2.4	-1	-1
CSC1=NCCN1S(=O)(=O)c1ccc2ccccc2c1	-5	-2	1	-3	3	2	3	2.5	-1	3
CCOc1ccccc1NC(=O)COc1coc(CN2CCCc3ccccc32)cc1=O	-5	-6	0	0	-4	-4	1	-0.1	0	3
Cc1cc(C)cc(N(C(=O)c2csnn2)C(C(=O)NC(C)(C)C)c2ccncc2)c1 (stereo not given)	-3	-1	-3	-4	5	-1	7	1.0	2	-4
CCOC(=O)c1c(-c2ccc(C)o2)csc1NC(=S)NC(=O)c1cccs1	-21	-2	0	12	5	2	-14	0.4	1	-1
O=C(Cn1cnc2ccccc2c1=O)NCCC(=O)Nc1ccc2c(c1)OCCO2	5	2	-1	2	2	2	-13	0.8	-2	5
O=C(Nc1ccc(N2CCCCC2)cc1)c1cncc(Br)c1	-3	-4	-11	-4	-7	0	-5	-2.8	-2	1
S=c1cn[nH]c2ccccc12	4	-5	-8	1	-14	-1	8	-5.5	6	-1
CC(C)(C)NC(=O)NCC1CCCC1NC(=O)NC(C)(C)C (stereo not given)	6	5	0	-3	-5	0	6	-0.8	-1	-3
Cc1nc2ccccc2n1CC(=O)NC1CCCCCC1	1	0	-3	5	-4	-1	-3	-1.9	-5	-1
Cc1cccc(NC(=O)CSc2nncn2-c2ccccn2)c1	-1	1	6	0	2	1	2	0.2	0	1
NC(=O)c1ccc(NC(=O)COC(=O)CCC2CCCC2)cc1	-2	3	5	0	1	-1	-3	-0.1	-6	4
N#Cc1cc(-c2ccccc2)cnc1Cl	-8	-2	-10	1	-3	4	-6	-1.3	0	6
Cc1ccccc1C=O	4	2	6	0	6	-1	-3	-2.7	-1	-2
COC(=O)c1cc(-c2cccc([N+](=O)[O-])c2)c2c(=O)n(C)c(=O)n(C)c2n1	2	1	-7	2	-3	2	3	-2.3	-4	4
COC(=O)c1sccc1NC(=O)c1ccc(Br)o1	-8	0	9	3	2	-4	-3	0.6	9	-2
OCCNCc1ccc(OCc2ccc(Cl)cc2Cl)cc1	-6	2	2	11	6	-1	5	0.5	-3	3
COCCn1c(CN2CCN(C)CC2)nc2c1c(=O)n(C)c(=O)n2C	-2	-2	-6	2	-1	3	6	0.4	3	0
CC(=O)/C=C1\OCc2cc(OCc3ccccc3)ccc21	.	3	-4	5	-3	3	-9	-0.2	4	3
CNC(=S)N1N=C(c2ccc(Br)cc2)CC1c1ccc(OC)cc1 (stereo not given)	-37	2	-5	6	4	4	-17	-4.6	0	1
N#CCCN1CCN(S(=O)(=O)c2cc(Cl)ccc2Cl)CC1	-1	-6	1	-3	4	-2	2	0.6	-4	5
COc1ccc(C(=O)NN2CCOCC2)cc1[N+](=O)[O-]	3	-5	13	2	3	-1	3	-1.1	1	-3
CC(C)Nc1cc(C(F)(F)F)nc(-c2ccccn2)n1	2	-2	-4	1	9	-1	-2	-0.8	1	2
Cc1ccc2c(NC(=O)C3CC3)c(C)ccc2n1	.	-2	-2	2	-3	-2	4	1.8	-4	5
CN1C(=O)C2(NCCc3c2[nH]c2ccccc32)c2ccccc21 (stereo not given)	4	-3	1	0	2	3	-2	0.9	0	0
CCN1CCN(c2nc(N(C)c3ccccc3)nc(N)c2[N+](=O)[O-])CC1	0	-4	-10	-7	1	3	2	1.6	1	-4
CNC(=O)COC(=O)c1ccccc1Oc1ccccc1	2	-1	3	-1	2	-1	0	-1.3	-2	0

Assay outcomes (PubChem BioAssay)
